# High-throughput results (PubChem BioAssay)
# Insulin prom up = MIN6 insulin promoter up-regulation. 190,000 compounds, 0.3% hits. MIN6 insulin promoter-GFP reporter, high-content imaging; active compounds read high. AID 1625. z-score at 5 µM;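 active = z-score above 3 at 5 µM with at least 500 cells counted in the well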
# NOD2 inhibition = inhibition of NOD2-driven NF-kB reporter – cell-based, luminescence, uHTS, HEK293 (AID 1566); inhibition, % at 4 µM; hits with a dose series show EC50 in µM; 290,000 compounds, 0.63% hits; HEK293 NOD2/NF-kB luciferase reporter, luminescence; higher % means a stronger effect; in the data active = inhibition above about 50%; note: many of its hits are not listed in these tables
# b-catenin transl = alters nuclear translocation of beta-catenin in HeLa cells | immunofluorescence imaging | nuclear translocation activity, % at 5 µM | 190,000 compounds, 0.3% hits | AID 1665;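 active = nuclear translocation activity above 50% at 5 µM, with a well cell count of 50 or more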;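 note: per-cell ratio of nuclear to cytoplasmic median beta-catenin stain intensity; plate controls were DMSO negative control for no effect and GSK-3 inhibitor IX positive control for full effect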
#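 Assay system: human HeLa cells, native beta-catenin; doses: 5 µM primary, 0.02–20 µM confirmation; incubation: compound treatment 24 h, 37°C, 5% CO2; technique: fluorescence imaging of beta-catenin antibody stain plus DAPI; measure: % activation, nuclear-to-cytoplasmic median beta-catenin signal ratio per cell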
# WT yeast gro inh = growth inhibition of WT yeast, mitochondrial fusion screen; mitochondrial fusion phenotypic screen, WT strain; inhibition, % at 10 µM; 190,000 compounds, 2.1% hits; AID 1362; in the data active = inhibition above about 58%; tested in S. cerevisiae
# MT stabilizer = stabilizes microtubules in HeLa cells; 200,000 compounds, 0.83% hits; HeLa tubulin immunostaining HCS, 24 h; share of cells brighter than vehicle mean+2SD; % tubulin-high responders, % at 10 µM;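 active = plate Z-score above 3 for both tubulin-high and condensed-nucleus cell shares, with cell loss under 80%, at 10 µM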;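 note: anti alpha tubulin signal scored within the nucleus-defined area of each cell; some results filed as inactive read as strong as hits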
# Autophagy mod = alters autophagy in cells | MEF GFP-LC3 puncta imaging; test concentration mostly 10 µM | calls only at 10 µM (by protocol) | 190,000 compounds, 0.98% hits;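 active = percentage of spot-positive cells more than 3 SD above its plate mean, without a fluorescence outlier flag or 80% toxicity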;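 note: spot-positive cell cutoff set from DMSO-treated cells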
# Hep lipid drop = hepatic lipid droplet formation modulation; AML12 mouse hepatocytes, oleate lipid droplets, BODIPY imaging; inhibition, % at 6.5 µM; 240,000 compounds, 0.4% hits; AID 1656;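 active = lipid droplet intensity inhibited by at least 50%, with more than 500 cells counted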
#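 Material: mouse AML12 hepatocyte cell line, fixed after treatment; Timing: compound with oleate, overnight; Technique: high-content imaging of BODIPY-stained droplets and DAPI nuclei; Probe or stimulus: oleate, 100 µM final; Dosing: compound at 6.5 µM only.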
# Dynein transport = blocks dynein driven cargo transport along microtubules | 220,000 compounds, 0.47% hits | z-score, hits read low | 3617.4 mouse cells, GR-EGFP nuclear translocation imaging; test concentration mostly 20 µM; stimulated with dexamethasone, 1 µM; active compounds read low;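 active = plate z-score of nuclear minus cytoplasmic receptor signal below a set negative limit, without overly bright fluorescence or cell loss, cut at about -3.5 in these data, passing the limit was not always enough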;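 note: z-score of nuclear minus cytoplasmic ring GR-EGFP intensity difference per well; some compounds called inactive have numbers as strong as hits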
#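 Buffer or medium: tet-free, stripped-serum medium; reagent: dexamethasone at 1.0 µM final, 30 min; incubation: 48 h induction, 1 h compound, 30 min dex at 37 °C; measured by: formaldehyde fixation, Hoechst nuclear stain, 10x automated fluorescence imaging; read-out: nuclear-to-cytoplasmic GR-EGFP distribution per well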
# Yfh1-off respiration = enhancers of respiration in Yfh1-depleted yeast, dose response, Friedreich's ataxia, plus single-dose screen (AID 1465) | S. cerevisiae Yfh1-off respiration, WST-1 reduction, 72 h; higher fold induction means a stronger effect | one-dose fold induction at 50 µM; EC50 in µM for titrated hits | 220,000 compounds, 0.074% hits;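 active = fold induction of absorbance versus untreated yeast above a set limit, then at least 30% activation at any dose in follow-up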;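 note: activators that raise dye reduction in frataxin-depleted yeast; strong numbers were not always called active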
# WT yeast gro inh mutant strain = second read-out of WT yeast gro inh, no call of its own (marks repeat the call); inhibition, %; mitochondrial fusion phenotypic screen, mutant strain inhibition
# Dynein transport cytoplasmic EGFP = further read-out of Dynein transport, marked with its call; z-score; measured here: cytoplasmic GR-EGFP intensity; active compounds read high
# Dynein transport nuclear GR-EGFP = recorded beside Dynein transport, whose call it bears; z-score; measured here: nuclear GR-EGFP intensity;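 lower value marks the stronger effect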
# Dynein transport cell count = second read-out of Dynein transport, no call of its own (marks repeat the call); z-score; measured here: cell count per field
# Insulin prom up cell count = further read-out of Insulin prom up, marked with its call; cell count; measured here: cytotoxicity, nuclei count;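 total cells summed across four imaged fields per well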
# Hep lipid drop cells 6.5 µM = second read-out of Hep lipid drop, no call of its own (marks repeat the call); cell count; measured here: cell count, cytotoxicity flag;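 cells counted across two imaged fields per well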
# b-catenin transl cell count 5 µM = also measured in b-catenin transl; calls as there; cell count; measured here: cell count, cytotoxicity flag
# MT stabilizer Hoechst-high % = further read-out of MT stabilizer, marked with its call; % Hoechst-high responders; measured here: nuclear condensation Hoechst responders;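 share of cells brighter than vehicle mean plus two SD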
# MT stabilizer cytotoxicity % = also measured in MT stabilizer; calls as there; toxicity, %; measured here: cytotoxicity by cell density;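 0% = mean cell density of plate MIN control wells and 100% = no cells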
# Autophagy mod cell loss 18 h = further read-out of Autophagy mod, marked with its call; toxicity, %; measured here: cell loss, nuclei count;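 cell loss after 18 h compound exposure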
# * marks the source's active call; other numbers are inactive results; i = inactive; / = no result given. This is a subset (hit frequency here may not be typical).
SMILES,Insulin prom up,Insulin prom up cell count,NOD2 inhibition,b-catenin transl,b-catenin transl cell count 5 µM,WT yeast gro inh,WT yeast gro inh mutant strain,MT stabilizer,MT stabilizer Hoechst-high %,MT stabilizer cytotoxicity %,Autophagy mod,Autophagy mod cell loss 18 h,Hep lipid drop,Hep lipid drop cells 6.5 µM,Dynein transport,Dynein transport cytoplasmic EGFP,Dynein transport nuclear GR-EGFP,Dynein transport cell count,Yfh1-off respiration
N/C(=N\c1nc2c(c(=O)[nH]1)CCC2)Nc1ccccc1,0.06,1291,2%,0.0,977,1,-2,2.6,3.6,7.0,i,-29,5,673,0.22,-0.28,-0.32,0.12,i
O=C1CC(N2CCOCC2)C(=O)N1c1ccccc1Cl (stereo not drawn),0.05,1815,8%,-1.0,1050,-7,-14,2.5,1.9,10,i,-2,8,716,-0.57,-0.25,-0.25,0.57,i
COc1ccc(N2CCN(C(=O)C3CCN(S(=O)(=O)c4ccc(C)cc4)CC3)CC2)cc1,0.15,1470,6%,0.0,1414,4,0,5.0,2.5,9.3,i,14,/,/,1.1,-0.36,1.2,-0.73,i
CO/N=C/c1ccc(Oc2ccc(C)cc2)c([N+](=O)[O-])c1,0.28,1213,-23%,0.8,1069,52,14,1.4,2.3,4.2,i,-8,27,684,0.55,-0.31,0.64,-0.43,i
CCOC(=O)c1c(-c2ccc(C)cc2)csc1NC(=O)c1ccc(N2C(=O)CCC2=O)cc1,0.22,1328,38%,-2.5,885,-8,-24,2.2,4.4,1.5,i,3,-1,497,-0.44,0.44,-0.45,0.23,i
COc1cccc(/C=N/n2c(SC)nnc2-c2ccccc2)c1O,-0.02,1096,-25%,90*,469*,-4,12,27,6.5,70,i,32,/,/,-0.4,-0.18,-0.0016,-0.53,i
Cc1noc(NS(=O)(=O)c2ccc(N/C=C/C(=O)c3cccnc3)cc2)c1C,-0.32,1232,13%,-1.5,1082,-7,-6,2.3,3.7,9.2,i,6,0,669,-0.46,-0.24,0.13,0.092,i
COc1ccccc1CNC(=O)C(NS(=O)(=O)c1ccc2c(c1)oc(=O)n2C)C(C)C (stereo not drawn),0.15,935,2%,3.6,1114,1,0,3.1,4.1,8.6,i,6,/,/,-0.4,-0.2,-0.22,0.65,i
COCCNC(=O)C(=O)NCCN1CCNCC1,0.55,1538,-10%,3.6,885,4,8,4.1,1.2,4.1,i,-12,2,686,0.95,-0.12,1.5,-1.7,i
Cc1cc(NC(=O)CN2CCc3ccccc3C2)nc2c1c(=O)oc1ccccc12,-0.17,1371,5%,0.6,1018,7,5,2.3,2.1,0.2,i,33,2,661,1.2,0.39,1.2,-1.1,/
C=CCn1cccc(C(=O)Nc2ccc(OC)c(OC)c2)c1=O,-0.81,1239,9%,0.5,1091,-9,-11,1.4,1.9,4.9,i,-11,/,/,0.43,-0.14,-0.11,0.38,i
COc1ccc(-n2nnnc2/C=C\Nc2ccc(C)cc2)cc1,-0.06,1179,5%,-0.1,1353,/,/,/,/,/,/,/,/,/,0.51,-0.23,0.76,-0.63,i
CN(C)NC(=S)Nc1cccc(C(F)(F)F)c1,0.18,1405,2%,-0.6,1322,/,/,/,/,/,/,/,18,737,-0.67,-0.25,-0.43,0.56,i
COc1ccc(OC)c2[nH]c(=O)c(CCNC(=O)C3CCCCC3)cc12,0.34,1607,21%,-0.4,1384,8,55,2.6,3.0,5.6,i,21,/,/,0.049,-0.3,0.16,-0.62,i
O=C(Cn1cnc2scc(-c3cccc([N+](=O)[O-])c3)c2c1=O)NCc1ccco1,/,/,17%,0.2,1055,7,6,2.4,1.4,3.4,i,19,19,776,1.4,-0.14,0.9,-0.59,i
O=C(N=Nc1c(O)[nH]c2ccccc12)c1cccs1,0.1,1090,-147%,-0.9,1032,12,9,2.0,2.1,5.1,i,-2,13,722,-0.57,-0.24,-0.58,0.5,i
Cc1ccsc1C(=O)NNC(=S)NCC(C)C,-0.58,887,6%,0.4,1183,1,4,1.8,1.3,5.3,i,-7,-12,794,-0.17,-0.19,0.53,-0.089,i
Cc1ccc(Nc2nc(N)nc(CSc3ncccn3)n2)cc1,0.12,956,-75%,-1.5,1170,-12,-2,2.9,1.6,6.4,i,-3,14,814,1,0.039,1.1,-1.1,i
CC(C)c1nc2sc3c(c2c(=O)n1N)CC(C)(C)OC3,-1.2,1367,-12%,-2.0,1125,-7,6,2.5,1.9,6.3,i,-8,-2,655,-1,-0.23,-0.39,0.95,i
Cc1nc2ccc(NC(=O)COc3ccccc3C)cc2s1,0.03,1288,-12%,0.3,1058,-14,-16,4.4,2.3,4.7,i,23,3,674,2,-0.33,0.15,-1,i
CCOc1ccc(NC(=O)C2CCCN(C(=O)NCc3ccccc3)C2)cc1 (stereo not drawn),/,/,5%,2.9,516,-10,-3,3.0,2.0,4.7,i,4,-6,750,0.37,-0.25,0.3,-0.08,i
O=C(NC1CCCCC1)c1cc([N+](=O)[O-])ccc1N1CCOCC1,-0.33,1617,3%,0.8,1381,11,0,2.4,1.6,5.4,i,-21,/,/,0.54,0.012,0.74,-0.32,i
FC(F)(F)c1cccc(Cc2noc(CN3CCCC3)n2)c1,0.23,1549,3%,-0.8,953,-3,14,4.6,1.7,1.7,i,27,-3,696,1.5,-0.012,0.74,-1.1,i
O=C1NCCCC1C(=O)N/N=C/c1ccc(Cl)cc1 (stereo not drawn),0.94,1466,-10%,-4.2,1113,/,/,/,/,/,/,/,-8,704,-0.14,-0.21,-0.24,0.12,i
Cc1ccnc(NC(=O)CCC(=O)N(CC(=O)NC2CCCCC2)Cc2ccccc2)c1,-0.3,1065,-5%,-0.3,1543,-7,5,1.7,2.8,9.6,i,19,-1,730,-0.44,-0.2,-0.29,-0.35,i
O=C(Nc1ccc([N+](=O)[O-])cn1)c1ccc(Br)o1,-0.22,1323,-12%,-1.1,987,10,0,2.4,1.5,2.5,i,8,-5,564,1.9,-0.16,1.7,-2.6,i
COc1ccc(N(C)S(=O)(=O)c2cccc(C(=O)NC3CCCC3)c2)cc1,-0.11,1689,-26%,0.9,997,-21,-11,2.4,2.2,6.3,i,19,-6,687,-0.68,-0.19,-0.54,0.24,i
O=C(CSc1nccn1Cc1ccccc1)Nc1nccs1,0.87,1218,-5%,0.8,948,5,-6,3.5,1.0,3.4,i,6,2,647,-0.99,-0.19,-0.87,-0.14,i
O=C(CN1CCN(c2ccccc2F)CC1)Nc1nnc(C(F)(F)F)s1,0.15,1630,20%,-4.1,1017,7,11,2.1,2.5,8.4,i,-40,-1,659,-0.18,0.021,0.083,0.77,i
Cc1cc([N+](=O)[O-])nn1Cc1c(F)c(F)c(F)c(F)c1F,1.6,1668,4%,1.0,1418,1,-32,2.2,1.1,1.1,i,3,/,/,0.13,-0.011,-0.16,0.059,i

# Compound profiles (already shown):
# O=C(CN1CCN(c2ccccc2F)CC1)Nc1nnc(C(F)(F)F)s1 is listed as Insulin prom up = 0.15; Insulin prom up cell count = 1630; NOD2 inhibition = 20%; b-catenin transl = -4.1; b-catenin transl cell count 5 µM = 1017; WT yeast gro inh = 7; WT yeast gro inh mutant strain = 11; MT stabilizer = 2.1; MT stabilizer Hoechst-high % = 2.5; MT stabilizer cytotoxicity % = 8.4; Autophagy mod = i; Autophagy mod cell loss 18 h = -40; Hep lipid drop = -1; Hep lipid drop cells 6.5 µM = 659; Dynein transport = -0.18; Dynein transport cytoplasmic EGFP = 0.021; Dynein transport nuclear GR-EGFP = 0.083; Dynein transport cell count = 0.77; Yfh1-off respiration = i
# O=C(CSc1nccn1Cc1ccccc1)Nc1nccs1 is listed as Insulin prom up = 0.87; Insulin prom up cell count = 1218; NOD2 inhibition = -5%; b-catenin transl = 0.8; b-catenin transl cell count 5 µM = 948; WT yeast gro inh = 5; WT yeast gro inh mutant strain = -6; MT stabilizer = 3.5; MT stabilizer Hoechst-high % = 1.0; MT stabilizer cytotoxicity % = 3.4; Autophagy mod = i; Autophagy mod cell loss 18 h = 6; Hep lipid drop = 2; Hep lipid drop cells 6.5 µM = 647; Dynein transport = -0.99; Dynein transport cytoplasmic EGFP = -0.19; Dynein transport nuclear GR-EGFP = -0.87; Dynein transport cell count = -0.14; Yfh1-off respiration = i

# Going on with the list.
SMILES,Insulin prom up,Insulin prom up cell count,NOD2 inhibition,b-catenin transl,b-catenin transl cell count 5 µM,WT yeast gro inh,WT yeast gro inh mutant strain,MT stabilizer,MT stabilizer Hoechst-high %,MT stabilizer cytotoxicity %,Autophagy mod,Autophagy mod cell loss 18 h,Hep lipid drop,Hep lipid drop cells 6.5 µM,Dynein transport,Dynein transport cytoplasmic EGFP,Dynein transport nuclear GR-EGFP,Dynein transport cell count,Yfh1-off respiration
C=CCCCCCCCCc1nc(SCC(C)=O)n[nH]1,0.02,1002,7%,0.6,1310,/,/,/,/,/,/,/,-2,772,-0.8,-0.22,0.19,-0.024,i
CN(C(=O)/C=C/c1ccc([N+](=O)[O-])s1)c1ccccc1,-0.38,1576,/,-2.0,932,47,12,4.1,2.3,14,i,9,4,676,0.23,0.46,0.61,-1.5,i
O=C(NCC1CCCO1)c1ccc(NC(=O)C2CC=CCC2C(=O)O)cc1 (stereo not drawn),0.15,1202,8%,-6.5,1158,4,13,2.4,0.3,42,i,5,-1,773,1,-0.14,1,-0.97,i
CCCNC(=O)Nc1ccc(NC(C)=O)cc1,-0.62,1660,5%,-1.9,1118,9,16,8.5,2.3,7.2,i,19,0,684,1.6,-0.17,1.2,-0.56,i
CCOC(=O)CSc1nnc(-c2ccc(OC)cc2OC)o1,0.81,948,-12%,-0.4,1044,7,-1,4.2,2.6,9.9,i,2,-16,691,-0.29,-0.18,0.18,-0.27,i
